# M1 PAM parental: M1 PAM counterscreen hit in parental CHO-K1 cells | ATP EC20, Fluo-8 calcium fluorescence; 0% at ATP EC20, 100% at ATP max | activation, % at 3 µM | AID 602247 | 0.02% of 360,000 active;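 active = activation above the run cutoff, the mean activation of all test compounds plus 3 SD, cut at about 40% in these data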;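 also: peak over basal fluorescence ratio in a 140 s read after ATP addition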
# CHRM5 agonist: agonists of human muscarinic M5 receptor (CHRM5); activation, % at 3 µM; AID 624037; 0.19% of 360,000 active; CHO-K1 hM5 cells, Fluo-8 calcium fluorescence; 0% DMSO wells, 100% maximal acetylcholine response; P08912;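 active = activation above the run's mean over test compounds plus 3 SD, cut at about 23% in these data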;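 also: signal is peak over basal fluorescence ratio across the kinetic read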
# Target sequence (P08912 whole entry, looked up): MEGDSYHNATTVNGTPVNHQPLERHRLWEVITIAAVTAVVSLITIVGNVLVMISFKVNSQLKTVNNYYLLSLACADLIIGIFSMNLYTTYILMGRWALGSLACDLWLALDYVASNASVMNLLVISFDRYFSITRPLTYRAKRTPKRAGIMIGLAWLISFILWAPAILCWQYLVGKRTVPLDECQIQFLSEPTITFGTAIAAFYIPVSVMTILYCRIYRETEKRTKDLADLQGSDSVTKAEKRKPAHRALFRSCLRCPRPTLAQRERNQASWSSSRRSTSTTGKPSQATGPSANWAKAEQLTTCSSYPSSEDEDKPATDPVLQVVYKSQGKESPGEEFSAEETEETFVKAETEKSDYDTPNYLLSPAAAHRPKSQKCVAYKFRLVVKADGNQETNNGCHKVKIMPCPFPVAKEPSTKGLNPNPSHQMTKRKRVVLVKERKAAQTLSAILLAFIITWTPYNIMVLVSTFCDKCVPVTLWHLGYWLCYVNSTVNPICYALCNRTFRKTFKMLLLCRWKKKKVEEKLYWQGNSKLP
# CHRM4 agonist: agonists of human muscarinic M4 receptor (CHRM4); P08173; CHO-K1 hM4/Gqi5, Fluo-8 calcium fluorescence; vehicle 0%, full acetylcholine response 100%; activation, % at 3 µM; 0.14% of 360,000 active;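 active = activation above the run mean over all test wells plus 3 SD, cut at about 32% in these data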;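 also: peak over basal fluorescence ratio per well then scaled between controls; 0% = DMSO wells and 100% = acetylcholine at EC100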
# Target sequence (P08173 whole entry, looked up): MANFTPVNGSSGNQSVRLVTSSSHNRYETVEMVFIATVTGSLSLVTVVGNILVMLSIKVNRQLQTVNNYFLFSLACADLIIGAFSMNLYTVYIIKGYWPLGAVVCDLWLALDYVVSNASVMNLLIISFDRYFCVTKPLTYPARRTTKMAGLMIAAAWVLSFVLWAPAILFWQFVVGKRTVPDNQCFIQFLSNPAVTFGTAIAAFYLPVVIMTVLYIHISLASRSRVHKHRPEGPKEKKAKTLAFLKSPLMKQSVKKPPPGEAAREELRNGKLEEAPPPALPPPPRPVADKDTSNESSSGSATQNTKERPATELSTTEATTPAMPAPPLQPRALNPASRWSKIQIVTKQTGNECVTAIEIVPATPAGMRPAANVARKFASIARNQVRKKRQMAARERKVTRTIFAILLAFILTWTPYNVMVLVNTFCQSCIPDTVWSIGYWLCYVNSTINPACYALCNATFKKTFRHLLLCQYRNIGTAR
# M4 PAM: positive allosteric modulators of human muscarinic M4 receptor. 0.4% of 360,000 active. activation, % at 3 µM. P08173. CHO-K1 hM4/Gqi5, Fluo-8 calcium fluorescence, ACh EC20; 0% = ACh EC20, 100% = maximal ACh;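 active = activation above its plate's cutoff, the mean activation of sample wells plus 3 SD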; also: some results filed as inactive read as strong as hits
# CHO-K1 Ca antag: nonselective inhibitor or artifact in parental CHO-K1 cells. 0.6% of 360,000 active. ATP-induced calcium, Fluo-8 fluorescence. inhibition, % at 3 µM;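 active = inhibition above a per-plate cutoff, the plate's mean sample inhibition plus 3 SD, cut at about 24% in these data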;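 also: 0% = DMSO plus EC80 ATP and 100% = DMSO alone without ATP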
# M4 antag: CHRM4 antagonism in calcium assay; CHO-hM4 cells, ACh EC80, Fluo-8 calcium fluorescence; inhibition, % at 3 µM; 0.73% of 360,000 active;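 active = inhibition above its plate's cutoff, the mean inhibition of sample wells plus 3 SD, cut at about 27% in these data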;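 also: 0% = acetylcholine EC80 with DMSO and 100% = DMSO without agonist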
# M5 antag: antagonists of human muscarinic M5 receptor (CHRM5) | P08912 | CHO-hM5 cells, Fluo-8 calcium fluorescence, ACh EC80 | inhibition, % at 3 µM | 0.59% of 360,000 active | AID 624040;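 active = inhibition above a per-plate cutoff, the mean of that plate's test compounds plus 3 SD, cut at about 27% in these data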;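 also: 0% = acetylcholine EC80 with DMSO and 100% = DMSO without agonist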
# CHO-K1 Ca ag: nonselective activator or artifact in parental CHO-K1 cells | 0.48% of 360,000 active | AID 602248 | activation, % at 3 µM | Fluo-8 calcium fluorescence; scaled to maximal ATP response, vehicle zero; in the data active = activation above about 15%;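 also: untransfected CHO-K1 host cells lacking M1 receptor as counterscreen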
# CHRM5 PAM: positive allosteric modulators of human muscarinic M5 receptor; P08912; CHO-K1 hM5, Fluo-8 calcium, ACh EC20 PAM; 0% = ACh EC20, 100% = ACh EC100; activation, % at 3 µM; 0.3% of 360,000 active; AID 624038;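 active = activation above the run cutoff, the mean activation of all test compounds plus 3 SD, cut at about 18% in these data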
#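 Replicates: One well per compound, no replicates | System: Human M5 receptor in CHO-K1 cells | Benchmarks: Low control EC20 acetylcholine (0%), high control EC100 acetylcholine (100%) | Probe or stimulus: Acetylcholine, EC20 level | Times: Fluo-8 loading 80 min at 37 °C plus 30 min room temperature | Signal: Intracellular calcium via Fluo-8 fluorescence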
# An asterisk follows results filed as active.
# Sample of the layout:
compound	CHRM4 agonist	M1 PAM parental	CHRM5 agonist	M5 antag	CHO-K1 Ca ag	CHRM5 PAM	CHO-K1 Ca antag	M4 PAM	M4 antag
COCCNC(=O)CCCn1c(=O)c2cc(OC)c(OC)cc2n(CC(=O)NCCC2=CCCCC2)c1=O	0.3	19.8	-1.4	5.5	0.5	-3.9	-6.9	2.2	6.9
CCc1nnc(N/N=C/c2ccc(N3CCC(C)CC3)c([N+](=O)[O-])c2)n1N	1.4	17.3	-2.6	-15.5	-0.6	9.9	-15.2	15.1	-1.2

# The whole of this part, repeating the preview:
compound	CHRM4 agonist	M1 PAM parental	CHRM5 agonist	M5 antag	CHO-K1 Ca ag	CHRM5 PAM	CHO-K1 Ca antag	M4 PAM	M4 antag
COCCNC(=O)CCCn1c(=O)c2cc(OC)c(OC)cc2n(CC(=O)NCCC2=CCCCC2)c1=O	0.3	19.8	-1.4	5.5	0.5	-3.9	-6.9	2.2	6.9
CCc1nnc(N/N=C/c2ccc(N3CCC(C)CC3)c([N+](=O)[O-])c2)n1N	1.4	17.3	-2.6	-15.5	-0.6	9.9	-15.2	15.1	-1.2
CC(=O)/C(=N/Nc1ccccc1[N+](=O)[O-])N1CCCc2ccccc21	-1.5	-12.7	-9.9	7.7	-0.7	-11.5	2.8	-9.8	2.6
COc1ccc(/C=N/N(C)c2cc(=O)n(C)c(=O)[nH]2)cc1OC	0.3	16.4	-2.4	4.8	0.1	-6.2	-4.1	-2.6	-10.7
O=C(OCCn1c(=S)sc2ccccc21)c1ccccc1	2.9	6.5	-1.8	3.4	-0.8	-3.6	-3.7	-0.1	-2.2
CCc1cc2c(CN3CCN(CCO)CC3)cc(=O)oc2cc1O	1.7	19.6	-2.4	1.0	0.6	0.4	-11.2	6.8	4.0
NC(=O)CC(NC(=O)c1ccc(Br)cc1)c1ccc(N2CCC(Br)CC2)c([N+](=O)[O-])c1 (centres undefined)	0.8	1.9	-0.2	9.6	-0.2	-1.8	4.0	4.6	-5.9
Nn1c(N2CCCCC2)nc2ccccc21	0.0	7.4	-4.6	2.1	3.3	-0.8	-6.2	12.7	-3.5
COc1ccccc1NC(=O)Nc1nc(CC(=O)Nc2ccc(N(C)C)cc2)cs1	10.4	-23.6	2.9	4.6	1.1	-12.3	6.7	-2.4	-1.1
FC(F)(F)c1nc2nccnc2[nH]1	0.6	2.5	0.6	-3.8	-0.1	1.2	-7.8	-1.0	-0.2
CCOc1ccccc1OCC(=O)NC1CCSc2ccccc21 (centres undefined)	2.5	18.1	-2.6	3.8	1.6	-3.4	-16.3	1.4	-13.4
Cc1cccc(-c2ncc(CN3CCN(C4CCCC4)C(CCO)C3)cn2)c1 (centres undefined)	2.5	29.6	-8.4	-16.0	1.1	6.1	-20.1	-9.5	3.7
COc1ccc(C(=O)O/N=C(\N)c2ccccn2)c(OC)c1	2.4	13.9	-2.3	14.6	0.4	-0.9	-8.3	8.5	-15.8
C/C(CC(=O)NC(C)C)=N\NC(=O)C(c1ccccc1)c1ccccc1	1.9	20.8	-1.5	-3.6	1.2	-4.2	-11.5	0.7	2.1
Cc1ccc(S(=O)(=O)N2CCC(CN3C(=O)c4cccc5cccc(c45)C3=O)CC2)cc1	1.4	21.1	-1.4	-6.1	2.2	3.5	-7.3	-0.3	5.4
O=C(CNC(=O)c1ccc2c(c1)OCO2)Nc1ncccc1O	0.2	-22.1	0.1	0.6	1.9	4.7	0.7	6.4	-3.4
c1ccc(COc2cccc(CN3CCN(c4ccccn4)CC3)c2)cc1	-1.3	0.5	-4.6	6.8	0.6	-8.0	-22.0	-7.9	-18.2
COc1ccc(/C=N\NC(=O)c2ccc(F)cc2)cc1COc1cc(F)ccc1[N+](=O)[O-]	11.2	6.2	-3.3	10.0	3.4	-9.9	-4.4	-5.1	-7.5
O=C(COc1ccc(Br)cc1)NCc1cn2ccccc2n1	1.9	27.0	-1.9	-5.3	3.0	3.5	-6.6	10.6	5.5
Cc1ccc(CCNC(=O)CCCn2nc(C)c3c(C)n(-c4ccc(C)cc4)nc3c2=O)cc1	-0.2	11.5	-7.3	12.4	-1.4	-2.3	-16.5	-2.8	4.3
CCOc1ccc(NC(=O)COC(=O)CNC(=O)c2ccc(-c3ccccc3)cc2)cc1	0.7	-18.0	0.2	5.3	0.5	-0.7	1.2	3.5	-0.1
O=C(NC1CC2CCC(C1)N2Cc1ccccc1)c1cccc(F)c1 (centres undefined)	1.2	-0.1	-17.8	12.2	-0.2	-6.5	5.4	-6.7	4.9
CCOc1cccc(C(=O)Nc2nnc(-c3cccs3)s2)c1	1.0	-4.6	-0.4	8.0	0.8	-1.3	-8.4	12.0	0.6
CCCc1cc(=O)oc2cc(OCC(=O)N3CCN(C(=O)C4COc5ccccc5O4)CC3)ccc12 (centres undefined)	14.4	-3.5	-0.2	24.9	6.0	-9.8	-7.2	-12.7	8.3
Cn1c(=O)[nH]c(=O)c2c1nc(CN1CCOCC1)n2CCc1ccccc1	1.0	-2.6	-0.5	16.5	0.7	-9.1	-6.1	11.0	0.3
CC1CC(C)CN(CCCNC(=O)c2ccc3nc(N4CCCCC4)sc3c2)C1 (centres undefined)	1.1	-1.9	-3.0	2.5	-0.3	-1.6	7.8	-11.2	10.3
Nc1nc(-c2ccccc2)c(-c2ccccc2)o1	0.4	-2.5	1.7	-3.2	-0.1	-2.5	-12.8	4.7	-10.2
O=C(NCC1CCCN1S(=O)(=O)c1cccs1)c1ccc(F)c(F)c1 (centres undefined)	1.9	17.0	-1.3	9.1	1.8	-5.8	-5.9	0.9	-6.7
CCOc1ccc(NC(=O)c2cn(-c3ccc(OCC)cc3)c(=O)c3cc(OC)c(OC)cc23)cc1	1.4	-1.0	-1.2	-1.8	0.3	-3.0	8.4	-6.4	-3.2
COCCNC(=O)c1ccc2c(c1)ncn2-c1cccc(C)c1	1.4	-3.7	-3.5	-1.6	0.0	3.8	17.4	3.9	-5.3
Cc1c(C(=O)NCc2ccc(F)cc2)sc(=O)n1Cc1ccccc1	5.2	-4.8	8.6	1.4	3.5	-6.2	3.7	-5.6	-1.7
COc1cccc(C2CC(c3cccs3)=NN2C(=O)CSc2nc3c(cnn3-c3ccc(F)cc3)c(=O)[nH]2)c1OC (centres undefined)	0.0	5.3	0.6	-1.4	0.1	-0.7	7.9	-2.9	-2.3
O=C(O)c1cn(-c2ccccc2)nc1-c1cccnc1	-0.3	0.2	0.4	6.2	0.4	-5.9	-14.1	0.6	4.0
O=C(c1ccc2c(c1)OCO2)N1CCC2(CC1)Oc1ccc(F)cc1C(=O)C21CC(c2ccccc2)=NO1 (centres undefined)	1.2	-11.1	-0.6	3.8	0.2	0.6	-7.9	7.7	-3.8
N#CCNC(=O)c1nn2c(C(F)(F)F)cc(-c3ccccc3)nc2c1Br	1.3	4.2	-4.1	-4.8	11.5	0.3	-0.9	-2.7	-6.2
CCN(CC)CC(=O)Nn1c(C)nc2c(ncn2-c2ccccc2)c1=O	0.7	-17.6	-0.7	9.3	0.9	-0.2	1.2	8.8	7.0
O=C(CSc1ncnc2c1nnn2Cc1ccc(F)cc1)NC1CCCC1	2.1	1.9	2.1	-1.7	0.6	1.9	-5.0	-0.3	5.1
CC(Sc1nc(C(C)(C)C)cc(-c2ccccc2)c1C#N)C(=O)Nc1ccccc1 (centres undefined)	-0.2	-4.0	-2.1	1.3	-0.4	-1.9	11.6	-2.6	3.5
CCOC(=O)C1CCCN(CCc2ccccc2)C1 (centres undefined)	0.6	6.3	-16.8	20.3	0.5	-31.7	-5.1	-15.2	36.7*
O=C1OCCC1Sc1nnc(-c2ccc3c(c2)OCO3)o1 (centres undefined)	0.9	-1.9	0.4	8.7	0.5	-3.9	-9.7	-3.2	6.2
Cc1ccccc1-c1nc(CS(=O)(=O)CC(=O)NCc2ccc3c(c2)OCO3)c(C)o1	5.4	0.9	1.9	-0.1	0.8	-10.5	-6.6	-3.2	-1.1
O=C(O)CC1Oc2ccc(Cl)cc2NC1=O (centres undefined)	1.1	1.6	-0.1	0.7	-0.2	-0.1	-1.4	-2.2	7.6
CC(C)(CNC(=O)c1cccc(S(=O)(=O)NCc2ccccc2)c1)N1CCOCC1	0.5	-10.1	0.7	2.5	4.2	-2.4	11.7	-1.4	1.3
COc1ccc(C(C(=O)Nc2ccc(C(C)C)cc2)N(C)C(=O)c2ccc(=O)[nH]c2)cc1 (centres undefined)	0.8	-5.8	-3.9	13.9	-0.5	-3.8	14.1	2.7	4.0
Cn1c(CN2CCOCC2)nnc1SCc1ccc(C#N)cc1	1.0	19.5	-3.2	1.0	0.6	8.4	-18.1	7.2	-5.0
Cc1cc(S(=O)(=O)NCC(c2ccc(F)cc2)N2CCN(C)CC2)ccc1F (centres undefined)	3.0	-11.0	-9.1	-3.3	2.2	-0.8	-3.7	-3.4	11.4
CCOC(=O)C1=NOC(CNC(=O)C2=NOC(CNC(=O)c3c(-c4ccccc4Cl)noc3C)C2)C1 (centres undefined)	0.4	5.2	1.5	6.5	-0.1	-1.5	13.6	5.8	-3.1
Cc1ccc(NC(=O)CCc2ccc(S(=O)(=O)NC3CCCCC3)cc2)cc1	6.7	2.5	1.8	-2.8	3.1	-3.5	-0.6	-3.4	-6.9
O=C(NC1CCCCC1)C(c1ccc(O)c(O)c1)N(C(=O)Cn1nnc2ccccc21)c1cccc(O)c1 (centres undefined)	0.2	26.2	-5.0	6.5	0.5	-3.5	-9.3	-1.8	-1.6
Cc1ccc(-c2nc(-c3ccncc3)no2)c(Cl)c1	0.4	27.8	-13.2	3.4	0.2	-3.8	-17.6	7.5	-9.7
CC(C)(C)c1cc(/C=C2\NC(=O)NC2=O)cc(C(C)(C)C)c1O	7.8	17.0	-4.0	6.5	1.1	-3.0	-12.3	-4.5	0.3
Cc1ccsc1CN(C)Cc1nc(C2CC2)no1	-0.1	13.2	0.2	-3.0	0.2	-2.8	-3.1	-3.8	-8.0
CCN(CC)CCCN(C(=O)c1ccc(F)cc1)c1nc(-c2ccc(OC)cc2)cs1	16.1	14.6	-14.1	3.8	1.3	1.4	-4.4	58.6*	45.7*
Cc1ccc(C)c(CN2CCNC2=O)c1	-0.2	11.2	-1.2	-8.7	0.2	7.1	-7.1	15.4	10.3
CCOC(=O)Nc1ccc2c(CN3CCN(S(=O)(=O)c4ccccc4)CC3)cc(=O)oc2c1	1.9	8.6	1.4	6.6	0.4	9.9	-2.7	5.7	-6.3
COc1ccccc1NC(=O)Nc1ccnn1C1CCN(C(=O)c2cccnc2)CC1	2.0	-1.2	2.4	-14.0	0.6	5.1	-5.6	0.5	-7.6
Cc1cc(Nc2ccccc2C(=O)O)nc2nc3ccccc3c(=O)n12	-0.2	22.4	2.0	-1.8	-0.1	3.1	-12.3	8.0	-3.6
CCOC(=O)N/N=C(/C)c1ccc(N2C(=O)C3CCCCC3C2=O)cc1 (centres undefined)	0.2	18.5	0.7	0.8	1.0	4.3	-18.3	-2.4	10.5
COc1ccc(NC(=O)Nc2ncccc2C)cc1	-0.9	21.0	2.7	3.9	1.1	0.1	-15.0	-8.3	6.0

# Screening results from PubChem BioAssay.
